Source: PubChem BioAssay
BLM inh: Bloom syndrome helicase (human) inhibition | P54132 | recombinant BLM DNA unwinding, fluorescence dequenching | Potency, µM (highest dose often 56.1 µM), inactives show top-dose activity change, negative = inhibition, hits mostly inhibitors | actives 0.2% (n = 350,000) | AID 2528;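 further: potency means the concentration at half of the fitted maximal effect; plate controls were vehicle for no effect and no enzyme for full effect; nearly all actives have a fitted effect of over 35% in size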
PGK inhibitor: inhibitors of T. brucei phosphoglycerate kinase. PGK/GAPDH coupled, Kinase-Glo luminescence, 60 min. actives 0.043% (n = 380,000). Potency, µM (titrated, usually from 57.5 µM), inactives show top-dose activity change, negative = inhibition, most hits filed as inhibitors. P07378; further: potency means the concentration at half of the fitted maximal effect; on the % scale 0 is the no-effect control and ±100 the full control effect; nearly all actives have a fitted effect of over 60% in size
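Recombinant glycosomal PGK reaction used 1,3-bisphosphoglycerate generated in-well by GAPDH (100nM final) in 100mM TEA pH 7.6, 5mM MgCl2, 0.01% Tween-20. After 60 minutes at room temperature, ATP was read by Kinase-Glo Plus luminescence end-point.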
Anesthetic bind: binds horse apoferritin like a general anesthetic; P02791; apoferritin/1-aminoanthracene competitive binding, fluorescence; Potency, µM (top dose mostly 77.5 µM), for the others: at the top dose activity change, negative = displacement, usual class: inhibitors; actives 0.074% (n = 350,000); further: potency means the concentration at half of the fitted maximal effect; on the % scale 0 is the no-effect control and ±100 the full control effect; nearly all actives have a fitted effect of over 20% in size
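10 uM apoferritin + 50% sat. 1-AMA, PBS; cpd 10 min RT; Ex380/Em535 endpoint; normalized to free probe vs complex; 4-param Hill fit; propofol titration as pos. ctrl.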
POLH inh: DNA polymerase eta (human) inhibition. Q9Y253. recombinant Pol eta, fluorescent DNA replication assay. Potency, µM (titrated, usually from 114 µM), inactives show top-dose activity change, negative = inhibition, most hits filed as inhibitors. actives 1.2% (n = 390,000); further: potency means the concentration at half of the fitted maximal effect; on the % scale 0 is the no-effect control and ±100 the full control effect
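Pol eta (10 nM) was preincubated with compounds for 15 min at room temperature, after which fluorescent replication substrate (50 nM final) was added to start the reaction. Fluorescence was read kinetically at 0 and 10 min.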
Pol beta inh: inhibitors of human DNA polymerase beta; Pol beta primer extension/strand displacement, fluorescence kinetic; Potency, µM (series often up to 114 µM), for the others: top-dose activity change, negative = inhibition, hits mostly inhibitors; P06746; actives 1.3% (n = 340,000); further: potency means the concentration at half of the fitted maximal effect; on the % scale 0 is the no-effect control and ±100 the full control effect
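Pol beta (10 nM) and compounds were preincubated 15 min at room temperature, then 50 nM substrate (final) started primer extension/strand displacement. Reads were taken at 0 and 10 min; concentration-response data were fitted to a four-parameter Hill equation.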
Pol kappa inh: inhibitors of human DNA polymerase kappa. Q9UBT6. purified Pol kappa, fluorescent DNA synthesis assay, 10 min. Potency, µM (highest dose often 107 µM), for inactives: at the top dose activity, negative = inhibition, hits mostly inhibitors. actives 0.53% (n = 400,000). AID 588579; further: potency means the concentration at half of the fitted maximal effect; on the % scale 0 is the no-effect control and ±100 the full control effect
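Fluorescent qHTS in 1536-well format: enzyme (10 nM) and compound sat 15 min at room temperature before 50 nM substrate (final) was added. Signal taken at 0 and 10 min; no-enzyme buffer wells were negative controls.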
APE1 inh: APE1 (human) endonuclease inhibition | P27695 | recombinant APE1, TAMRA/BHQ-2 abasic DNA cleavage fluorescence | Potency, µM (highest dose often 65.8 µM), without a hit: at the highest dose activity change, negative = inhibition, hits mostly inhibitors | actives 0.35% (n = 350,000) | AID 2517;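 further: potency means the concentration at half of the fitted maximal effect; plate controls were vehicle for no effect and reference inhibitor for full effect; nearly all actives have a fitted effect of over 55% in size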
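Endonuclease cleavage of a quenched abasic-site DNA duplex (50 nM) by APE1 (0.75 nM) was tracked by TAMRA dequenching. Compounds were preincubated with enzyme 15 min at room temperature; data normalized to buffer-only and DMSO wells plus NSC13755 control.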
RXFP1 antagonist: antagonists of human relaxin receptor RXFP1; HEK293-RXFP1, relaxin-stimulated cAMP HTRF, 30 min; stronger effect = lower value; activity change, negative = inhibition, % at 57.5 µM; AID 1259400; actives 0.59% (n = 350,000); Q9HBX9;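 active means activity change of -60% or lower, but not beyond a set lower limit; inconclusive means change between -60% and -40%, or beyond the set limit; inactive means change above -40%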; further: on the % scale 0 is the no-effect control and ±100 the full control effect
POLI inh: inhibitors of human DNA polymerase iota. Pol iota fluorescent replication assay, 10 min. Potency, µM (titrated, usually from 115 µM), for the others: top-dose activity, negative = inhibition, hits mostly inhibitors. actives 1% (n = 390,000). AID 588590; further: potency means the concentration at half of the fitted maximal effect
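Fluorescent replication assay read twice, at 0 min and 10 min after adding 50 nM (final) substrate. Enzyme (10 nM) and compounds were first incubated 15 min at room temperature; enzyme-free buffer wells were negative controls.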
Starred values were filed as active, the others as inactive; i = inactive; u = inconclusive; x = not tested or not shown; & = joins results of further samples; [ ] = another dose, or the depositor's remark. Unless noted, the call rests on the fitted dose curve; in most records, active means well fitted curve in the direction sought with a large enough effect; inconclusive means small, poorly fitted or top-dose-only effect, or another doubt; inactive means no such curve, though single readings can be large; an effect the other way counts as inactive or inconclusive. Not all compounds are listed, so the mix of outcomes need not match the whole.

SMILES	BLM inh	PGK inhibitor	Anesthetic bind	POLH inh	Pol beta inh	Pol kappa inh	APE1 inh	RXFP1 antagonist	POLI inh
CCCCCOc1ccc(N2C(=O)C3C4C=CC(C3C2=O)N(C)C4=O)cc1 (stereo not drawn)	3%	-4%	-7%	-10%	-13%	0%	0%	-11	12%
CCc1ccc(C2=C(C)C(N3CCC(C(=O)NCc4ccc(C)o4)CC3)=NS2(=O)=O)cc1	-3%	x	u	x	6%	-10%	x	-23	3%
CCOC(=O)c1c(-c2ccccc2)oc2ccc(OC)cc12	-6%	i	-15%	-22%	-7%	-13%	-3%	-23	7%
Cc1ccc(C(CNC(=O)Nc2ccccc2)N2CCN(C)CC2)cc1 (stereo not drawn)	2%	-7%	-6%	-9%	18%	0%	33%	-14	-8%
Cc1c(CCC(=O)O)c(=O)n2c([nH]c3ccccc32)c1C#N	1%	17%	632%[activator]	-16%	2%	3%	-5%	u	35%[activator]
O=c1cc(NC2CCCCC2)[nH]c(=O)[nH]1	x	-1%	x	-7%	x	-8%	x	2	u
O=C(Nc1ccc(S(=O)(=O)N2CCCC2)cc1)c1cccnc1	-1%	7%	-19%	-7%	27%	-11%	-2%	1	7%
CCCNC(=O)C(=O)NCC(c1ccc2c(c1)OCO2)N1CCN(c2ccc(F)cc2)CC1 (stereo not drawn)	-2%	2%	-5%	-11%	1%	-2%	62%[activator]	10	-12%
CCOC(=O)C1(CCOc2ccccc2)CCN(CC2CC2)CC1	-6%	-10%	-9%	-23%	17%	-14%	16%	-5	127%[activator]
O=c1[nH]cc(NCCc2ccccc2)c(=O)[nH]1	0%	12%	8%	-11%	31%	3%	-14%	-10	73%[activator]
COc1ccc2c(c1)sc1ncc(C(=O)NCc3cccc(Cl)c3)c(=O)n12	-4%	1%	1%	-9%	-1%	-19%	x	-3	5%
CCCCOc1ccc(CONS(=O)(=O)c2ccc(NC(C)=O)cc2)cc1Cl	-20%	-3%	u	-20%	-14%	-19%	-4%	-17	-4%
CCN(C(=O)CSc1nnc(-c2ccncc2)n1C)C1CCS(=O)(=O)C1 (stereo not drawn)	5%	-7%	2%	-8%	3%	11%	u	-3	-5%
CCOc1cc(S(=O)(=O)NC2CC(C)(C)NC(C)(C)C2)ccc1Cl	0%	3%	-3%	2%	28%	-5%	4%	2	17%
CCCc1c(C(=O)N/N=C/c2ccc(OCc3ccccc3)c(OC)c2)nnn1-c1nonc1N	-3%	i	-12%	-14%	-11%	11%	50%[activator]	2	-1%

3 structures from above, sorted by count of non-hydrogen atoms, ascending:
SMILES	BLM inh	PGK inhibitor	Anesthetic bind	POLH inh	Pol beta inh	Pol kappa inh	APE1 inh	RXFP1 antagonist	POLI inh
Cc1c(CCC(=O)O)c(=O)n2c([nH]c3ccccc32)c1C#N	1%	17%	632%[activator]	-16%	2%	3%	-5%	u	35%[activator]
O=C(Nc1ccc(S(=O)(=O)N2CCCC2)cc1)c1cccnc1	-1%	7%	-19%	-7%	27%	-11%	-2%	1	7%
CCN(C(=O)CSc1nnc(-c2ccncc2)n1C)C1CCS(=O)(=O)C1 (stereo not drawn)	5%	-7%	2%	-8%	3%	11%	u	-3	-5%

Returning to the listing with the 3 entries that preceded the break.
SMILES	BLM inh	PGK inhibitor	Anesthetic bind	POLH inh	Pol beta inh	Pol kappa inh	APE1 inh	RXFP1 antagonist	POLI inh
CCN(C(=O)CSc1nnc(-c2ccncc2)n1C)C1CCS(=O)(=O)C1 (stereo not drawn)	5%	-7%	2%	-8%	3%	11%	u	-3	-5%
CCOc1cc(S(=O)(=O)NC2CC(C)(C)NC(C)(C)C2)ccc1Cl	0%	3%	-3%	2%	28%	-5%	4%	2	17%
CCCc1c(C(=O)N/N=C/c2ccc(OCc3ccccc3)c(OC)c2)nnn1-c1nonc1N	-3%	i	-12%	-14%	-11%	11%	50%[activator]	2	-1%
CC(C)NC(=S)NN=C1c2ccccc2-c2ccccc21	-5%	15%	-16%	-25%	0%	-5%	2%	-12	81%[activator]
Cc1cccc(-n2c(=O)c3c(n4cnnc24)-c2ccccc2CC32CCCCC2)c1	-5%	1%	-15%	-14%	-2%	-3%	0%	-21	-13%
O=C(O)CC(Cc1ccc(Cl)cc1)C(=O)Nc1ccc([N+](=O)[O-])cc1 (stereo not drawn)	1%	5%	-17%	-2%	3%	-3%	-1%	-1	19%
COc1ccc(/C=N/Nc2ccccc2C(=O)O)cc1	-2%	1%	-3%	-8%	19%	-9%	10%	-10	123%[activator]
COc1cc2c(cc1OC)C(C)N(C(=O)c1sccc1C)CC2 (stereo not drawn)	0%	-10%	-12%	-16%	-22%	-1%	54%[activator]	-6	16%
C=CCNCC#CCOc1ccc(OC)cc1	4%	-3%	-22%	3%	-4%	-11%	1%	0	11%
COc1ccc(-n2cc(-c3ccccc3)c3c(NCCOCCO)ncnc32)cc1	-3%	i	-7%	-14%	11%	10%	-18%	-3	-17%
COc1ccc(CN(C)C(=O)/C=C/c2ccc(S(=O)(=O)N3CCOCC3)cc2)cc1F	x	-1%	x	-12%	x	-10%	0%	-18	-3%
CCOc1ccc(-n2c(SCC(=O)c3ccccc3)nc3c([nH]c4ccccc43)c2=O)cc1	-1%	-1%	28%	-9%	17%	3%[60.1 µM]	x	x	15%
CCN(CC)C(=O)Cn1cc(C(=O)C(=O)N2CC=C(c3ccccc3)CC2)c2ccccc21	-12%	-6%	u	-17%	-18%	0%	-5%	-15	183%[activator]
Cc1cc2nc(/N=C(\N)NC(=O)N3c4ccccc4Sc4ccccc43)nc(C)c2cc1C	-4%	-4%&5%	-10%	-6%&-2%	30%	3%&-6%	2%	-13&-16	17%&20%
COc1ccc2nc(C)cc(N3CCN(c4ccccc4)CC3)c2c1	-1%	-6%	-9%	u	-1%	-8%	42%	-23	3%
Cc1nc(N(C)Cc2ccccc2)c2nnn(Cc3ccccc3)c2n1	-9%	-7%	1%	-14%	19%	-6%	-6%	-28	1%
Cc1ccc(NC(=O)CCn2cccc2)cc1	-4%	7%	0%	-9%	0%	1%	4%	16	34%[activator]
CC(C)Cn1c(N)c(C(=O)COC(=O)CC23CC4CC(CC(C4)C2)C3)c(=O)n(C)c1=O	-8%	-5%	u	u	-11%	-7%	2%	-10	2%

An excerpt of these results, comma-delimited:
SMILES,BLM inh,PGK inhibitor,Anesthetic bind,POLH inh,Pol beta inh,Pol kappa inh,APE1 inh,RXFP1 antagonist,POLI inh
COc1cc2c(cc1OC)C(C)N(C(=O)c1sccc1C)CC2 (stereo not drawn),0%,-10%,-12%,-16%,-22%,-1%,54%[activator],-6,16%
C=CCNCC#CCOc1ccc(OC)cc1,4%,-3%,-22%,3%,-4%,-11%,1%,0,11%

The list goes on.
SMILES	BLM inh	PGK inhibitor	Anesthetic bind	POLH inh	Pol beta inh	Pol kappa inh	APE1 inh	RXFP1 antagonist	POLI inh
Cc1cc(OC2CCCCC2)nc(NCc2ccccc2)n1	-3%	15%	-4%	4%	0%	-6%	-5%	-1	17%
CCCn1nc2cc(C(=O)NCCc3ccc(C)cc3)ccc2c1OCC	-2%	i	-4%	-17%	-9%	-9%	0%	x	8%
Cn1ccc(C(=O)N/N=C/c2ccncc2)n1	1%	-12%	-6%	-16%	u	-9%	7%	6	62%[activator]
O=C(COC(=O)c1ccc([N+](=O)[O-])s1)Nc1ccc(F)cc1	x	-8%	x	u	x	-25%	u	10	u
CC(=O)N1CCSc2ccc(S(=O)(=O)NCc3ccccc3)cc21	-1%	i	4%	-11%	-3%	8%	40%	-12	-6%
COc1ccc(-c2nc3cc(NC(=S)NC(=O)Cc4ccccc4)ccc3o2)cc1	3%	2%	-9%	u	4%	-3%	7%	-5	19%
CC1SC(=NC(=O)c2ccco2)NC1=O (stereo not drawn)	-3%	-2%	-8%	1%	0%	-20%	-1%	-3	3%
CSc1ccccc1C(=O)NCCSc1ccc(C)cc1	-4%	-1%	-3%	-15%	0%	0%	24%	4	45%[activator]
COc1ccc2nc(NC(=O)c3nc(S(=O)(=O)Cc4ccccc4F)ncc3Cl)sc2c1	-8%	-6%	-21%	u	5.6µM*	u	x	-83*	u
COc1cc(/C(C)=N/N2CCN(Cc3ccc(C)cc3)CC2)ccc1O	0%	i	-11%	-9%	46%	-9%	-11%	4	8%
CC(=O)c1cccc(NC(=O)c2ccc(NC(=O)CCS(=O)(=O)c3cccs3)cc2)c1	-3%	i	8%	0%	-21%	-12%	8%	1	5%
CC1CN(C(=S)NC(=O)c2ccc([N+](=O)[O-])cc2)CC(C)O1 (stereo not drawn)	-1%	-1%	-9%	-16%	u	-8%	-7%	-6	18%
CC1CCCC(n2cnc3cc(C(=O)O)ccc32)C1C (stereo not drawn)	1%	-4%	0%	-16%	8%	-24%	1%	4	34%[activator]
CSc1nsc(SCC(=O)Nc2c(C)n(C)n(-c3ccccc3)c2=O)n1	0%	-7%	-17%	-2%	-2%	-5%	-3%	-5	13%
CCOc1ccc(NC(=O)C2CCN(S(=O)(=O)c3c(C)n[nH]c3C)CC2)cc1	-2%	i	-8%	-11%	0%	-1%	-4%	-13	8%
Cc1cc(C(=O)COC(=O)c2ccc(Br)o2)c(C)n1C	-6%	-4%	-11%	-7%	0%	-4%	-4%	-5	34%[activator]
Cc1ccccc1CCNC(=O)C1CCN(S(=O)(=O)c2ccc(-n3cnnn3)cc2)CC1	-2%	-1%	-12%	-12%	8%	-2%	1%	x	34%[activator]
CCC(Cn1nnc2ccccc2c1=O)NC(=O)Nc1cc(Cl)ccc1OC (stereo not drawn)	-6%	-1%	-11%	-2%	29%	4%	x	x	u
